Screens (PubChem BioAssay)
ABHD4 inh = inhibits mouse alpha/beta hydrolase domain 4. purified mABHD4, FP-Rh probe fluorescence polarization. inhibition, % at 8.92 µM. 0.54% of 370,000 active. AID 720543;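 active = inhibition exceeding the mean over every tested compound plus 3 SD, cut at about 30% in these data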;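 note: 0% = plate median of compound wells and 100% = S159A mutant with DMSO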
Target sequence (Q8VD66 whole entry, looked up, the tested form may be a part): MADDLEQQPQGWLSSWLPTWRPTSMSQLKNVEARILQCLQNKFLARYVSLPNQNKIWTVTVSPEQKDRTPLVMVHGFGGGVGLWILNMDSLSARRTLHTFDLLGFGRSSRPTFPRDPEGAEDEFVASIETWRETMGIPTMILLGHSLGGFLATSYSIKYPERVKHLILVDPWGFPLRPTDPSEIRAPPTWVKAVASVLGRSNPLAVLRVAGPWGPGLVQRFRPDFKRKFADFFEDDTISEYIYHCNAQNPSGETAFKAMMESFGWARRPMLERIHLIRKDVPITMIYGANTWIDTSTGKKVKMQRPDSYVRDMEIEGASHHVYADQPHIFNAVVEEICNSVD
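Test system: mABHD4 protein | Buffer or medium: HEPES pH 7.0 buffer, 150 mM NaCl, 0.01% Pluronic F-127 | Probe or stimulus: FP-Rh fluorescent activity-based probe, added after compound pre-incubation | Timing: Pre-incubation 45 min, probe exposure 60 min, at 25 °C | Technique: Fluorescence polarization, excitation 525 nm, emission 598 nm, BODIPY TMR filters | Repeats: Single well per compound (singlicate)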
LEDGF integ inh = blocks HIV-1 LEDGF/p75-dependent DNA integration; TR-FRET IN-LEDGF/p75 DNA integration, Eu/Cy5; inhibition, % at 3.7 µM; 0.64% of 370,000 active;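 active = inhibition above the screen-wide mean plus 3 SD, cut at about 13% in these data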;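 note: signal is the Cy5 over europium emission ratio at 671 and 618 nm; 0% = plate median of compound wells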
PG9 binder = small molecules binding HIV-1 gp120 antibody PG9; AID 624416; TR-FRET gp120-PG9 antibody binding; 0.43% of 360,000 active; inhibition, % at 6.7 µM; in the data active = inhibition above about 8.5%
rCAG RNA binder = r(CAG) repeat RNA binding. TO-PRO-1 dye displacement fluorescence. inhibition, % at 3 µM. 1.3% of 370,000 active;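 active = inhibition above the plate cutoff, the mean of all test compounds on that plate plus 3 SD, cut at about 35% in these data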;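 note: 0% = DMSO alone and 100% = 100 µM mitoxantrone as full dye displacement; higher means more dye released from RNA so lower well fluorescence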
SIAE primary = inhibitors of human sialic acid acetylesterase SIAE. 0.69% of 370,000 active. inhibition, % at 9.66 µM. Q9HAT2. SIAE FP-Rh probe binding, fluorescence polarization;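 active = inhibition above a cutoff: mean of compounds within the control limits plus 3 SD of those, cut at about 17% in these data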;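 note: 0% = plate median of compound wells and 100% = probe without SIAE protein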
NR1D1 modulator = modulates human Rev-erb alpha binding to DNA | P20393 | Rev-erbα–FITC-DNA binding, fluorescence polarization, 90 min | activity, % at 10 µM | 0.79% of 370,000 active | AID 1259318;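 active = activity above about 14%, limit read from the data; passing the limit was not always enough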;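 note: 0% = DMSO wells with 35 nM protein and 100% = DMSO wells with 750 nM protein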
Target sequence (P20393 whole entry, looked up): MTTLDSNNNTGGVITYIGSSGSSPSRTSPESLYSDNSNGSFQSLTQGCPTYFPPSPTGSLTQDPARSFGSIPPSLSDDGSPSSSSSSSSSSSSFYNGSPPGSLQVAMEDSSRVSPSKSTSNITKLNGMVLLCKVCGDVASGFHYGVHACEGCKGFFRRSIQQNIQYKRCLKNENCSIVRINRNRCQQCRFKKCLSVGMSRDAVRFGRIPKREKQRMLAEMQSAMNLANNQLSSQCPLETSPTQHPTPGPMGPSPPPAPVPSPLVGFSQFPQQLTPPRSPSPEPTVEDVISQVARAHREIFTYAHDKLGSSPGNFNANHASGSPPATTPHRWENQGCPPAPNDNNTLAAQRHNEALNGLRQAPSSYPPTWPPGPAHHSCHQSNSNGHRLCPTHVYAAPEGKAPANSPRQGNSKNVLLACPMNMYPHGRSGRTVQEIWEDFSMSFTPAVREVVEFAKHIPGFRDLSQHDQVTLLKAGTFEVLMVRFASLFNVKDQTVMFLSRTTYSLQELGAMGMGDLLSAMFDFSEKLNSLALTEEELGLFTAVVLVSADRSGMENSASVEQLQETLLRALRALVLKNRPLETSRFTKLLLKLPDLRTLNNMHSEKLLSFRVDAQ
PRMT1 FP inh = PRMT1 (human) inhibition, primary screen | Q99873 | recombinant PRMT1, activity-based probe fluorescence polarization | AID 652257 | 1.3% of 370,000 active | inhibition, % at 2.79 µM;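 active = inhibition above about 21% made by adding two undisclosed values, limit read from the data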
TDP2 inh = blocks human TDP2 phosphodiesterase activity; AID 720702; recombinant TDP2, T5PNP hydrolysis, p-nitrophenol absorbance 415 nm; O95551; 0.34% of 370,000 active; inhibition, % at 12.8 µM;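 active = inhibition above the mean of all tested compounds plus 3 SD, set per campaign, cut at about 25% in these data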;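 note: 0% = DMSO with enzyme and 100% = buffer with substrate but no TDP2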
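Assay system: recombinant human TDP2 / Reagent: T5PNP substrate at 5 mM, a TopII-DNA adduct mimic / Measured by: epi absorbance from released p-nitrophenol / Evaluation: % inhibition relative to enzyme-containing and enzyme-free wells / Control set: enzyme-free and DMSO wells / Replicates: each compound tested once, singlicate / Schedule: enzyme reaction with compound for 2 h at 37 °C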
TCR CD3 inh = inhibitors of human TCR-CD3 interaction; TAMRA-labeled TCR probe fluorescence, biochemical; inhibition, % at 9.4 µM; 0.37% of 360,000 active; in the data active = inhibition above about 19%;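 note: recombinant mutant TCR 2C K166C tagged with TAMRA read by polarization; 0% = receptor in buffer alone and 100% = receptor with positive control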
HTRA1 inh = blocks human HTRA1 serine peptidase; Q92743; recombinant HTRA1, FP-rhodamine activity-based probe, fluorescence polarization; inhibition, % at 5.96 µM; 0.5% of 340,000 active; AID 504803; in the data active = inhibition above about 36%;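 note: 0% = enzyme with DMSO and 100% = wells lacking enzyme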
* marks the source's active call; other numbers are inactive results; . = no result given. Some of the compounds tested; the hit share may differ from the screen's.

SMILES | ABHD4 inh | LEDGF integ inh | PG9 binder | rCAG RNA binder | SIAE primary | NR1D1 modulator | PRMT1 FP inh | TDP2 inh | TCR CD3 inh | HTRA1 inh
O=C1[C@@H]2Cc3ccccc3CN2C(=O)N1c1cccc(F)c1 | 2 | -6 | -1.9 | -5 | -9 | 0 | 1 | 1 | -1 | -1
Cc1ccccc1C(=O)NNC(=O)C1CCN(C(=O)Nc2ccccc2)CC1 | 4 | 0 | 0.1 | 0 | -1 | -4 | -2 | 5 | 1 | -1
COc1ccc(C2CC(=O)Oc3c(C(CCN4CCCC(C)C4)c4ccc(N(C)C)cc4)c(OC)cc(OC)c32)cc1 (stereo not given) | 8 | -5 | -2.3 | 1 | 1 | -4 | 0 | 4 | -5 | 9
CCOC(=O)c1sc2ccc(S(=O)(=O)N3CC(C)CC(C)C3)cc2c1N (stereo not given) | 5 | 3 | -1.0 | 3 | 5 | 28* | 21* | -1 | 0 | -2
COCCCNc1nc2ccccc2nc1NS(=O)(=O)c1ccc(OC)cc1 | -5 | -1 | 1.1 | 13 | 4 | -1 | 2 | 3 | 0 | -1
CC1CCN(S(=O)(=O)c2ccc(NC(=O)CN3CCN(c4ccccc4)CC3)cc2)CC1 | 4 | 0 | -1.1 | -5 | 2 | -1 | -1 | 5 | 1 | -7
Cc1ccccc1OCCNc1cc(N2CCN(CCO)CC2)ccc1[N+](=O)[O-] | -12 | -3 | -1.9 | 3 | 2 | 13 | -2 | 3 | 5 | -15
CSc1ccccc1NC(=O)NCCCl | 3 | -1 | -2.9 | -2 | 11 | -1 | 5 | 1 | -1 | 7
C=CCNc1nc(-c2ccc(O)c(C(N)=O)c2)cs1 | 0 | -1 | -0.7 | 18 | -7 | 5 | 8 | -5 | -7 | 3
O=C1CCC(c2ccccc2)N1c1ccccc1 (stereo not given) | -7 | 6 | 0.1 | 3 | -4 | 0 | -6 | -16 | -4 | 7
CC(C)c1nc(SCC(=O)Nc2cccc(C(=O)O)c2)c2c3c(sc2n1)CCCC3 | -23 | -3 | 1.2 | 69* | -7 | 1 | 4 | 8 | 9 | -20
COC(=O)CN1C(=O)C(C)(C)Oc2ccc(C(=O)NC3CCCC3)cc21 | -3 | -2 | -1.4 | -2 | -8 | -4 | 1 | 6 | 0 | 1
Cc1cc(C)n(CC(=O)N/N=C/c2ccc(C)o2)n1 | -2 | -3 | 0.3 | -3 | -11 | 1 | -1 | -6 | -5 | -1
Cc1onc(-c2ccccc2)c1C(=O)Oc1ccccc1 | -7 | -1 | -0.8 | -4 | 4 | 4 | -4 | 8 | 6 | .
COc1cc(C(C#N)N2N=C(c3ccccc3)CC2c2ccccc2)ccc1O (stereo not given) | -5 | 1 | -1.6 | 5 | 3 | 2 | 5 | -21 | 0 | 0
Cc1c(CC(=O)N2CCN(C(=O)C3COc4ccccc4O3)CC2)c(=O)oc2cc(O)ccc12 (stereo not given) | -2 | -1 | 1.3 | 6 | 11 | -12 | 1 | 12 | 9 | -2
CC(NC(=O)COC(=O)C1CCN(S(=O)(=O)c2ccccc2C(F)(F)F)CC1)c1ccccc1 (stereo not given) | -2 | -1 | -4.2 | -6 | 8 | 0 | -2 | -10 | 4 | -4
COc1cc(/C=C2/C(=O)N(c3ccc(C(=O)O)cc3)N=C2C)cc(OC)c1O | 3 | 1 | -25 | -3 | -35 | 1 | 5 | 21 | -9 | 2
COc1cccc2cc(C(=O)N3CCCc4ccccc43)oc12 | -7 | 2 | 1.6 | -5 | 14 | 1 | 0 | 12 | -3 | -10
Cc1cc(C)cc(NC(=O)N(CCC#N)Cc2cccs2)c1 | -8 | -1 | -3.0 | 0 | 5 | 2 | -2 | 17 | -4 | 0
O=C(NCCN1C(=O)S/C(=C\c2ccccc2F)C1=O)C1CCCN1C(=O)c1cccs1 (stereo not given) | 7 | -2 | -0.7 | -2 | 13 | 2 | 0 | 1 | 9 | 5
Nc1ccc2nc3c(=O)[nH]c(=S)[nH]c3nc2c1 | 54* | 40* | -12 | -147 | 32* | 8 | 129* | 12 | 109* | 35
CCC(C)NC(=O)CCC(=O)NNc1nc2ccccc2c2nc(C)nn12 (stereo not given) | -1 | -1 | -0.5 | -4 | 3 | -3 | -3 | -7 | 5 | -3
CC(C)(C)C(=O)C1=C(O)C(=O)N(Cc2ccccc2)C1c1ccccc1F (stereo not given) | 5 | -3 | 4.6 | 1 | 0 | -2 | 3 | 7 | -13 | -2
CS(=O)(=O)N1CCC(C(=O)Nc2ccc(Br)cc2F)CC1 | 0 | 2 | -1.6 | 1 | -1 | 2 | 2 | -10 | 3 | -10
O=C(NCCCN1CCCC1=O)c1cccc(S(=O)(=O)NCc2ccccc2)c1 | -6 | 3 | 1.4 | -5 | 0 | -2 | 5 | -10 | -5 | 3
OCCCNc1nnc(-c2ccccc2)c2ccccc12 | -7 | 4 | -0.5 | -2 | 11 | -9 | 5 | -7 | 6 | 2
O=C(Cc1nn[nH]n1)NCCC1=CCCCC1 | -4 | 3 | -0.1 | 1 | -3 | 0 | 5 | -12 | -5 | 4
COc1cc(C2=NOC(C(=O)NCc3ccco3)C2)cc(OC)c1OC (stereo not given) | 5 | 4 | -0.6 | 1 | 0 | 2 | 1 | -4 | -6 | -2
COc1ccccc1/C=C/c1ccc2cccc(O)c2n1 | 20 | 5 | 0.6 | 25 | 16 | 0 | 1 | 1 | 2 | 30
O=C(NCC(c1ccco1)N1CCN(c2ccc(F)cc2)CC1)C(=O)NC1CCCCC1 (stereo not given) | 8 | -6 | -0.8 | 2 | 4 | -3 | 3 | -8 | -3 | 1
NNC(=O)c1sc2cc(C(F)(F)F)cnc2c1-c1cccnc1 | -7 | 5 | -0.4 | 1 | 1 | -1 | -5 | 8 | 0 | 10
CCc1nnc(NC(=O)c2nc(Cl)ccc2Cl)s1 | 9 | -1 | 1.1 | -2 | 0 | -1 | 0 | 8 | -3 | -3
CCN1CCN(C(=O)COCc2cc(-c3ccc4c(c3)OCO4)on2)CC1 | 6 | -2 | -2.7 | -1 | 7 | -3 | -2 | -2 | 1 | -2
CCOc1ccc(N2CC(C(=O)Nc3nnc(Cc4ccc(OC)cc4)s3)CC2=O)cc1 (stereo not given) | 0 | 15* | 1.3 | 16 | -13 | 9 | 2 | -8 | 9 | 4
c1ccc2c(c1)nnn2-c1ncnc2sccc12 | -6 | 5 | 1.4 | 1 | -5 | 1 | 0 | -17 | 5 | 1
CCSc1nnc(-c2cc(Br)ccc2N=Cc2c(C)[nH]n(-c3ccccc3)c2=O)c(=O)[nH]1 | -5 | -4 | -1.6 | 22 | -6 | -1 | 8 | 1 | -8 | 2
Cc1ccc(-c2noc(CCC(=O)NC3CC3)n2)cc1 | -3 | 1 | -0.8 | 1 | 5 | -2 | -2 | -6 | 4 | 9
O=C(Cn1ncc2c(=O)oc3ccccc3c21)NCCN1CCN(c2ccccc2F)CC1 | 6 | -1 | -1.7 | 0 | -2 | 0 | 4 | -2 | -11 | 0
CCOc1cc(C)c(S(=O)(=O)NCc2ccccn2)cc1C | 0 | 5 | -2.4 | -4 | 1 | 2 | -3 | 8 | 4 | -5
O=c1cc(CNc2cc(C(F)(F)F)cc(C(F)(F)F)c2)nc2sccn12 | -14 | -1 | 0.4 | -3 | -2 | -1 | -3 | 4 | 8 | -16
COc1cc(S(=O)(=O)N2CCN(c3ccccc3F)CC2)c(OC)cc1Cl | -13 | 4 | 0.1 | -1 | 3 | -7 | 2 | -5 | -3 | -11
O=C(Nn1c(COc2ccccc2)nc2ccccc2c1=O)C(Cl)(Cl)Cl | -1 | -4 | 1.3 | 14 | -6 | -3 | 5 | 0 | 4 | -12
O=c1cc(Nc2ccc3c(c2)OCCO3)[nH]c(=O)n1-c1ccc(Br)cc1 | -2 | -3 | -3.3 | 14 | 1 | -5 | -1 | 6 | 3 | -2
Cc1nn(C)c(C)c1S(=O)(=O)N1CCC(C(=O)NC(C)c2ccccc2)CC1 (stereo not given) | 0 | 1 | -1.9 | 4 | 2 | 3 | -3 | -3 | 0 | 3
Cc1ccnc(NC(=S)NC(=O)/C=C/c2ccccc2)c1 | -2 | -1 | -13 | -1 | -3 | -2 | -1 | -9 | -2 | 0
CCC(Cc1ccccc1)NC(=O)C1CCN(S(=O)(=O)c2ccc3c(c2)CC(C)N3C(C)=O)CC1 (stereo not given) | 8 | 5 | -0.3 | 5 | 16 | -2 | -9 | -2 | 3 | 3
Cc1n[nH]c(=O)c2c(NC(=O)CSc3nncs3)oc(C)c12 | -8 | 3 | 0.1 | -1 | 5 | -4 | 8 | -4 | 6 | -1
Clc1cc(Br)ccc1OCCOCCN1CCOCC1 | -4 | -7 | 0.6 | -1 | -2 | -4 | -4 | -6 | -1 | -5
CCOCCCNC(=O)C1CCC(CNS(=O)(=O)c2ccc(Cl)cc2)CC1 (stereo not given) | -3 | 6 | -1.1 | -2 | -4 | 1 | -3 | -11 | -7 | -2
CC(=O)NNc1ncnc2c1cnn2-c1ccc(C)cc1 | 3 | 2 | 0.1 | -2 | 1 | 0 | -3 | -11 | 4 | 1
CCOC(=O)Nc1nnc(-c2ccc(OC)c(OC)c2)s1 | 6 | -1 | 1.5 | 2 | -1 | 1 | -1 | -2 | 5 | -3
C=CC[C@H]1c2ccccc2[C@H]2N3N=Cc4ccccc4[C@H]3[C@H](CCCC)C(=O)N2N1C(=O)c1ccccc1 | 2 | -1 | . | 5 | 3 | 2 | 2 | 3 | . | .
CCCc1c(C(=O)Nc2cc(C(C)(C)C)on2)cnn1-c1ccccc1 | 2 | 2 | -0.6 | -2 | 0 | -2 | -1 | -9 | 4 | -6
COCCN1C[C@@H](CO)O[C@@H](n2cnc3c(N(C)C)ncnc32)C1 | 1 | 1 | 0.6 | 1 | -5 | -4 | -2 | 3 | -1 | .
CCOc1ccccc1NC(=O)CC1Nc2cc(C)c(C)cc2NC1=O (stereo not given) | 3 | 0 | 0.4 | 5 | 2 | 5 | -1 | 2 | 8 | -3
COc1ccc2ccccc2c1/C=N/NC(=O)c1cccc([N+](=O)[O-])c1 | 6 | 1 | 8.2 | 1 | -9 | -6 | 3 | 5 | -8 | -9

Results in LEDGF integ inh and PRMT1 FP inh (3 entries from above):
smiles | LEDGF integ inh | PRMT1 FP inh
CCOCCCNC(=O)C1CCC(CNS(=O)(=O)c2ccc(Cl)cc2)CC1 (stereo not given) | 6 | -3
CC(=O)NNc1ncnc2c1cnn2-c1ccc(C)cc1 | 2 | -3
CCOC(=O)Nc1nnc(-c2ccc(OC)c(OC)c2)s1 | -1 | -1
